Peg3 promoter = Peg3 promoter-driven luciferase inhibitors, primary screen, cell-based, HeLa, luciferase luminescence; 1.7% of 360,000 active; inhibition, % at 20 µM; AID 588405, 2011; HeLa PEG-Prom luciferase reporter, overnight;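 active means inhibition of at least 50% at 20 µM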
hiPSC survival = enhancers of single-cell hiPSC survival, primary screen, ATPlite luminescence | 0.044% of 360,000 active | AID 602274, 2012 | survival enhancement, % at 20 µM | 100% = ROCK inhibitor wells, 0% = DMSO; in the data active means survival enhancement above about 18%;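 further: cells exposed to compounds for 16 hours before the ATP read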
TRPM1 prom inh = inhibitors of MITF-dependent TRPM1 promoter reporter, primary screen, cell-based, SK-MEL-5, single point, luciferase; SK-MEL-5 TRPM1 promoter luciferase, 24 h; inhibition, % at 12.5 µM; 0.83% of 330,000 active; AID 488899, 2010;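 active means mean inhibition across replicates of 60% or more, whatever share of single replicates reaches that level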; further: values of inactives mirror those of a sister screen read the other way
NR2E3 ag-1 = NR2E3 agonists in two-hybrid cells, primary screen, cell-based, luminescence, CHO-S, Gal4-NCOR/VP16-NR2E3; luciferase; inhibition of corepressor binding, % at 3.98 µM; AID 602229, 2012; 0.35% of 360,000 active; Photoreceptor-specific nuclear receptor (Homo sapiens), Q9Y5X4;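 active means inhibition above the mean of all tested compounds plus 3 SD, cut at about 70% in these data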;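 further: 0% = DMSO with NR2E3 transfected cells and 100% = cells lacking NR2E3 construct; higher means lower luciferase signal from less NR2E3 corepressor binding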
Target sequence (Q9Y5X4 whole entry, looked up, the tested form may be a part): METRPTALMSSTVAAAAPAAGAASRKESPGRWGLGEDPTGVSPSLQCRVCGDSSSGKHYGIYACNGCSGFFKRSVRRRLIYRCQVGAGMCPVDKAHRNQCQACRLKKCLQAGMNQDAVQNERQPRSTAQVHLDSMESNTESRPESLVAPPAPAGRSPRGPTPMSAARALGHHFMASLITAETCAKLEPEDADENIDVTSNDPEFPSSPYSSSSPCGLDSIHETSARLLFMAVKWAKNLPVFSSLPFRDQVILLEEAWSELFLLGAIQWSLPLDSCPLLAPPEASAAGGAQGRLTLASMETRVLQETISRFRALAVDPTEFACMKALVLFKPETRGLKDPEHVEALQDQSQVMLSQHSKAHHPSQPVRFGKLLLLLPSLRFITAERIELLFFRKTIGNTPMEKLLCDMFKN
EBV LMP1 NFkB = EBV LMP1-driven NF-kappaB luciferase reporter inhibitors, primary screen, cell-based, luminescence, single point | 0.69% of 350,000 active | inhibition, % at 12.5 µM | AID 504558, 2011 | LMP1-induced NF-kappaB luciferase reporter cells; in the data active means inhibition above about 41%;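 further: 0% = neutral control wells and 100% = reference inhibitor control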
NR2E3 ag-2 = inhibitors of NR2E3-RetCOR corepressor binding, primary screen, NR2E3 agonist project, biochemical, TR-FRET, GST-NR2E3, biotin-RetCOR. Photoreceptor-specific nuclear receptor (Homo sapiens), Q9Y5X4. 1536-well. inhibition of corepressor binding, % at 4.78 µM. 0.12% of 320,000 active. AID 2300, 2010;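 active means percent inhibition above the cutoff of mean plus 3 SD of all tested compounds, set per screening campaign, cut at about 20% in these data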;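 further: 0% = DMSO wells and 100% = biotin wells as full block of FRET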
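Test system – NR2E3–RetCOR corepressor complex · Quantity – NR2E3 fusion 1.35 nM · Buffer or medium – Tris pH 7.5 · Incubation – Compound–protein incubation for 5 h at 4 °C · Technique – TR-FRET, Eu(K)-anti-GST donor, streptavidin-D2 acceptor, ex 340, em 617/671 nm · Evaluation – percent inhibition of 671/617 nm emission ratio versus biotin and DMSO controls · Plate – 1536-well format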
CF NFkB block = inhibitors of PAF-induced NF-kB signaling, primary screen, cell-based, GFP fluorescence, uHTS; KKLEB NF-kB-GFP reporter, GFP fluorescence overnight; inhibition, % at 5 µM; 0.86% of 360,000 active; AID 588850, 2011;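 active means at least 50% inhibition at 5 µM, scaled per plate between neutral and stimulator controls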;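 further: PAF is a Pseudomonas aeruginosa culture filtrate used as stimulus; plate controls were PAF-stimulated DMSO wells for no effect and unstimulated DMSO wells for full effect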
HIF-2a block = HIF-2a reporter inhibitors, primary screen, luminescence, 786-0 RCC cells; 0.72% of 360,000 active; inhibition, % at 18.8 µM; 786-0 RCC cells HIF-2a reporter, luciferase luminescence, overnight;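 active means inhibition of the luminescence signal of 40% or more relative to plate controls, in a single-dose primary screen at 18.75 µM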
Shn3 3UTR inh = reduction of Shn3 3'UTR firefly luciferase signal, primary screen, Schnurri-3 inhibitor project, cell-based, Clone20 osteoblasts, set 2 | Clone20 osteoblast Shn3 3'UTR firefly luciferase, 24 h | inhibition, % at 12.5 µM | 0.52% of 360,000 active;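 active means mean inhibition of at least 75% with every replicate also reaching 75%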;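 further: 0% = median of neutral control wells and 100% = pilot-screen positive control compound; some compounds past the cut are filed as inactive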
C8 TRAIL sens = viability loss with TRAIL in NB7+C8 cells, primary screen, TRAIL sensitizer project, cell-based, ATPlite luminescence; 1% of 360,000 active; AID 624354, 2012; inhibition (viability loss, TRAIL sensitization), % at 10 µM;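 active means compounds causing at least 50% loss of cell viability in the single-dose screen, relative to plate controls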
KKLEB cytotox = cytotoxicity in KKLEB CF airway cells, primary screen, cytotoxicity control for CF NF-kB inhibitor project, cell-based, uHTS, fluorescence assay plates; activity change (cytotoxicity), % at 5 µM; AID 602141, 2011; 0.36% of 360,000 active; KKLEB CF airway cells viability, ATPlite luminescence, overnight; stronger effect = lower value; cells stimulated with P. aeruginosa culture filtrate;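 active means corrected activity change at or below -50% at 5 µM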
* marks the source's active call; other numbers are inactive results; x = not tested or not shown. A portion of the library; count on the stated rates, not on these rows.

compound	Peg3 promoter	hiPSC survival	TRPM1 prom inh	NR2E3 ag-1	EBV LMP1 NFkB	NR2E3 ag-2	CF NFkB block	HIF-2a block	Shn3 3UTR inh	C8 TRAIL sens	KKLEB cytotox
O=C(NCCCN1CCCCCC1)c1ccc2c(c1)NC(=O)C(N1CCOCC1)S2 (centres undefined)	-28	-1.7	-12	-16	-7	1	2	7	-6	-1	4
COc1ccc(CCNC(=O)COC(=O)c2cc(=O)[nH]c3ccccc23)cc1	-10	4.5	8	16	-1	x	-8	-10	12	-8	5
O=C(CCc1ccc(S(=O)(=O)N2CCOCC2)cc1)Nc1c(F)cccc1F	20	0.4	6	-7	0	x	-18	9	19	-8	-13
C=CCOc1ccccc1CN1CCC(Oc2ccc(C(=O)N3CCCC3)cc2)CC1	2	0.1	12	-3	3	-4	-8	15	-23	4	6
C=CCn1c(SCC(=O)NCCO)nc2sc(C)c(C)c2c1=O	8	2.6	0	0	1	4	15	18	22	-2	-23
COc1cccc(-n2nnc3c(=O)n(CC(=O)Nc4cc(C)on4)cnc32)c1	-4	-1.9	6	0	6	2	6	16	13	9	0
O=C(Nc1ccc2c(c1)OCCO2)C(C1CC1)N1CCN(c2ccc(F)cc2)CC1 (centres undefined)	-3	2.5	x	6	x	x	6	6	-21	5	-20
Cc1oc(-c2ccccc2)nc1C(=O)OCC(=O)NCc1ccccc1	-3	-0.6	0	-2	4	1	0	-10	1	-12	-5
O=C(NCCCCCNC(=O)c1cccnc1)c1cccnc1	12	0.0	-1	6	-2	-2	-13	15	12	4	0
COc1cccc(-n2nnc3c(=O)n(CC(=O)N4CCCc5ccccc54)cnc32)c1	7	-1.7	-17	-9	-2	3	-13	10	10	-7	-8
COCCN(CCOC)C(=O)c1cc2sc3ccccc3c2s1	-32	-1.5	-30	-42	0	10	14	-53	6	6	5
Cc1ccc(/C=C/C(=O)OCC(=O)c2ccc3c(c2)NC(=O)CO3)o1	4	4.0	4	22	15	x	-14	-3	-6	-2	2
CCCOc1ccc(OCCn2nc(C(=O)O)c3ccccc3c2=O)cc1	5	0.6	-7	-53	-5	1	-15	11	3	11	-15
CCn1c(-c2cc(C3CC3)nc3ccccc23)n[nH]c1=S	-14	0.8	8	-24	1	1	8	1	19	-3	4
Cc1ccc(/C=C/C(=O)Nc2ccc(N(C)C)cc2)o1	-349	-1.8	-113	-97	-9	-6	-19	-226	-67	18	18
Fc1ccc(NC(=S)N2N=CCC2c2ccccc2)cc1 (centres undefined)	-120	-0.2	-9	-30	-22	3	21	-182	-30	-7	-16
Cc1cc(S(=O)(=O)N2CCCOC2CNC(=O)C(=O)NCCc2ccco2)ccc1F (centres undefined)	8	-0.3	6	4	-1	-1	11	13	0	-23	-2
COC(=O)CCCC(=O)N1CCOCCN(C(=O)CCCC(=O)OC)CCOCC1	8	5.4	-4	-9	-6	6	6	11	-6	-12	10
COc1ccc(-c2nc(CS(=O)CC(=O)N3CCN(C)CC3)c(C)o2)cc1 (centres undefined)	-3	-0.5	8	-29	-2	3	-6	-5	-7	5	-3
CC(C)CN(CC(C)C)C(=S)Nc1ccc(Cl)cc1	21	0.1	16	9	-32	-2	6	11	-4	-9	5
CCN1CCN(c2ccc(S(=O)(=O)N3CCCCC3)cc2NC(=O)c2ccccc2)CC1	13	-0.5	-1	-22	5	-1	-9	4	1	21	17
COc1ccc(-c2cc(C(=O)NCc3ccco3)no2)cc1OC	-28	4.7	-32	-2	4	-1	3	-81	-10	-2	-12
COCCNC(=O)C1(C)CCCN(C(=O)c2ccccc2C(F)(F)F)C1 (centres undefined)	-2	0.5	x	-38	x	x	-8	13	11	-12	4
Cc1ccc(S(=O)(=O)NC(CC(=O)O)c2cccs2)cc1 (centres undefined)	2	3.8	3	-5	-4	2	14	8	1	-42	-1
COc1ccccc1NC(=O)CC1C(=O)NCCN1C(=O)Nc1ccccc1 (centres undefined)	0	0.7	-2	17	-1	5	-10	-16	8	-10	-2

In a second layout: entries from further up
Under each structure: Peg3 promoter, hiPSC survival, TRPM1 prom inh, NR2E3 ag-1, EBV LMP1 NFkB, NR2E3 ag-2, CF NFkB block, HIF-2a block, Shn3 3UTR inh, C8 TRAIL sens, KKLEB cytotox
CC(C)CN(CC(C)C)C(=S)Nc1ccc(Cl)cc1
  21, 0.1, 16, 9, -32, -2, 6, 11, -4, -9, 5
COc1ccc(-c2cc(C(=O)NCc3ccco3)no2)cc1OC
  -28, 4.7, -32, -2, 4, -1, 3, -81, -10, -2, -12
COc1ccc(-c2nc(CS(=O)CC(=O)N3CCN(C)CC3)c(C)o2)cc1 (centres undefined)
  -3, -0.5, 8, -29, -2, 3, -6, -5, -7, 5, -3
Cc1ccc(/C=C/C(=O)OCC(=O)c2ccc3c(c2)NC(=O)CO3)o1
  4, 4.0, 4, 22, 15, x, -14, -3, -6, -2, 2

Continuation.
SMILES	Peg3 promoter	hiPSC survival	TRPM1 prom inh	NR2E3 ag-1	EBV LMP1 NFkB	NR2E3 ag-2	CF NFkB block	HIF-2a block	Shn3 3UTR inh	C8 TRAIL sens	KKLEB cytotox
CC1=C(C#N)C(=O)NC(C)(C)C1	20	-3.2	4	-4	1	2	26	5	5	-14	3
CN(C(=O)c1cccc(S(=O)(=O)N2CCOCC2)c1)c1c(N)n(Cc2ccccc2)c(=O)[nH]c1=O	15	6.2	2	8	-2	0	-2	8	-3	-8	-10
CCOC(=O)C1=C(C)OC(N)=C(C#N)C1c1cccc(C)c1 (centres undefined)	-8	0.5	6	-5	3	-3	-2	8	-4	-3	0
COc1ccc(C(=O)C2CCCN(Cc3ccc(Sc4nncn4C)o3)C2)cc1F (centres undefined)	7	0.0	6	-17	-10	-1	3	13	0	9	8
CCOc1cc2c(cc1OCC)C(c1ccccc1OC)OC(=O)C2 (centres undefined)	-1	0.1	6	2	-8	1	-2	13	-12	5	5
S=c1[nH]c(-c2ccc(Cl)cc2)cs1	-57	-0.8	-78	-33	-8	4	-28	-153	-37	-7	-4
Oc1ccc(Cl)cc1C(C#Cc1ccccc1)N1CCOCC1 (centres undefined)	-19	8.7	5	-19	-5	3	12	1	11	-9	1
CCc1cc(=O)oc2cc(C)cc(OCC(C)=O)c12	16	0.8	x	0	x	3	-1	13	22	2	6
Cc1ccc(O)c(C(=O)c2cnn(C(=O)Cc3csc(C)n3)c2)c1	0	-0.6	-25	-38	-10	1	23	-7	-16	-4	7
COc1ccc(OCC(=O)Nc2ccc3oc(=O)ccc3c2)cc1	-2	-0.4	-10	10	7	-2	7	-17	1	-9	-2
Cn1c(=O)n(Cc2ccc(Br)cc2)c2ccccc21	21	-0.3	7	-15	-10	-1	18	18	0	-8	-16
O=C(Nc1cccc(S(=O)(=O)NC2=NCCC2)c1)c1cc(-c2ccco2)nc2ccccc12	9	0.4	15	-7	0	1	-25	16	-3	-28	16
Cc1nnc2c3ccccc3c(-c3cccc4ccccc34)nn12	9	1.8	-2	3	2	x	-24	-43	7	-6	-16
COc1cc(OC)c(C(=O)N/N=C/c2ccoc2)cc1OC	-15	0.0	2	-5	-1	1	1	-3	-14	-2	5
COc1cc(OC)c(OC)cc1/C=C1/C(=O)N=C(N)N1C	1	0.2	10	-30	-10	-6	-7	26	3	27	4
Cc1ccc(C)c(NC(=O)CSc2nnc(-c3ccncc3)n2N)c1	7	1.4	5	0	3	-2	-12	11	0	-6	12
CN(CC(=O)NCc1ccc2c(c1)OCO2)CC(=O)Nc1ccc(F)c(F)c1F	-2	-0.2	x	5	-5	1	4	15	-20	-5	-1
CCNS(=O)(=O)c1ccc(CCC(=O)NC2CCCC2)cc1	7	-2.2	-12	2	-3	-1	3	8	-6	-7	-2
Cc1sc2ncnc(SCC(=O)Nc3ncccc3O)c2c1C	-17	-0.3	1	-19	-6	8	-10	-7	4	9	15
Nc1ccc2c(c1)OCCOCCOCCOCCOCCO2	18	-2.2	-7	-2	-3	3	-6	14	12	10	19
CCOC(=O)Cn1ccc(-c2ccccc2)c(C#N)c1=O	11	-0.3	-8	-20	0	-2	1	1	-10	-10	4
CCN(c1ccccc1)S(=O)(=O)c1cc2c3c(c1)CCN3C(=O)CC2	-9	0.0	-8	-6	2	6	6	2	12	4	-10
O=C(O)C1CCN(C(=O)CSc2nnc(-c3ccccc3)o2)CC1	3	-0.3	4	7	-2	x	-2	2	10	9	3
CC1(C)OC2C(CO)OC(n3cnc4c(=S)nc[nH]c43)C2O1 (centres undefined)	26	-0.3	1	12	2	0	7	20	-2	29	-6
C/C(=N\NC(=S)Nc1ccc(C(C)C)cc1)c1ccc2c(c1)OCO2	-110	-0.2	-37	3	-10	1	-17	-129	10	-15	13

Reformatted field by field: entries from further up.
> CCOC(=O)Cn1ccc(-c2ccccc2)c(C#N)c1=O
  Peg3 promoter: 11	hiPSC survival: -0.3	TRPM1 prom inh: -8	NR2E3 ag-1: -20	EBV LMP1 NFkB: 0	NR2E3 ag-2: -2	CF NFkB block: 1	HIF-2a block: 1	Shn3 3UTR inh: -10	C8 TRAIL sens: -10	KKLEB cytotox: 4
> CCN(c1ccccc1)S(=O)(=O)c1cc2c3c(c1)CCN3C(=O)CC2
  Peg3 promoter: -9	hiPSC survival: 0.0	TRPM1 prom inh: -8	NR2E3 ag-1: -6	EBV LMP1 NFkB: 2	NR2E3 ag-2: 6	CF NFkB block: 6	HIF-2a block: 2	Shn3 3UTR inh: 12	C8 TRAIL sens: 4	KKLEB cytotox: -10
